Assay outcomes: PubChem BioAssay, Sanford-Burnham Center for Chemical Genomics
MPTP block: blocks calcium-induced mitochondrial swelling; isolated mouse mitochondria, Ca2+ swelling absorbance, 30 min; AID 602449; inhibition, % at 10 µM; actives 1.4% (n = 360,000);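 active means inhibition of 50% or more, scaled per plate between neutral and stimulator controls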;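 further: 0% = DMSO wells given calcium and 100% = 1 mM EGTA wells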
mIAP activ: increases mouse intestinal alkaline phosphatase activity | muIAP, CDP-Star luminescence, 30 min; stronger effect = higher value; 1 = vehicle-only enzyme signal, 0 = enzyme-free wells | activation factor at 10 µM | actives 0.24% (n = 330,000) | AID 2805;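 active means activation factor of at least 2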; further: the source names both 10 and 20 µM as test concentration; values of inactives mirror those of a sister screen read the other way
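Assay system: mouse IAP enzyme; reagent: chemiluminescent substrate CDP-Star; dosing: test compounds delivered from DMSO solution; schedule: 30 min at room temperature; measured by: luminescence from enzymatic CDP-Star hydrolysis; controls: DMSO-only wells and no-enzyme negative control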
APOBEC3G inh: blocks human APOBEC3G single-stranded DNA deamination. Q9HC16. inhibition, % at 20 µM. recombinant A3G, ssDNA deamination FAM/TAMRA fluorescence. actives 0.28% (n = 330,000);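 active means inhibition of at least 40% at 20 µM, with no more than 30% in the related APOBEC3A deaminase screen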;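 further: plate controls were DMSO wells with A3G for no effect and wells lacking A3G enzyme for full effect; some compounds called inactive have numbers as strong as hits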
MIN6 prolif: inducers of beta-cell replication in MIN6 cells; MIN6 cells proliferation, ATPlite luminescence, 48 h; cells starved in 0.2% serum; 100% = growth in 10% serum; proliferation, % at 10 µM; actives 0.29% (n = 330,000);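 active means compounds whose signal lies at least 3.5 SD above the mean of all wells on their plate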;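 further: 0% = DMSO-treated cells in low-serum medium and 100% = 10% serum control; some compounds called inactive have numbers as strong as hits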
hIAP act: increases human intestinal alkaline phosphatase activity; P09923; actives 0.16% (n = 330,000); AID 2524; purified human IAP, CDP-Star luminescence, 30 min; stronger effect = higher value; 1 = vehicle-only enzyme, 0 = enzyme-free background; activation factor at 10 µM;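 active means activation factor of the enzyme at least 2-fold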; further: the source names both 10 and 20 µM as test concentration; values of inactives mirror those of a sister screen read the other way
Target sequence (P09923 whole entry, looked up): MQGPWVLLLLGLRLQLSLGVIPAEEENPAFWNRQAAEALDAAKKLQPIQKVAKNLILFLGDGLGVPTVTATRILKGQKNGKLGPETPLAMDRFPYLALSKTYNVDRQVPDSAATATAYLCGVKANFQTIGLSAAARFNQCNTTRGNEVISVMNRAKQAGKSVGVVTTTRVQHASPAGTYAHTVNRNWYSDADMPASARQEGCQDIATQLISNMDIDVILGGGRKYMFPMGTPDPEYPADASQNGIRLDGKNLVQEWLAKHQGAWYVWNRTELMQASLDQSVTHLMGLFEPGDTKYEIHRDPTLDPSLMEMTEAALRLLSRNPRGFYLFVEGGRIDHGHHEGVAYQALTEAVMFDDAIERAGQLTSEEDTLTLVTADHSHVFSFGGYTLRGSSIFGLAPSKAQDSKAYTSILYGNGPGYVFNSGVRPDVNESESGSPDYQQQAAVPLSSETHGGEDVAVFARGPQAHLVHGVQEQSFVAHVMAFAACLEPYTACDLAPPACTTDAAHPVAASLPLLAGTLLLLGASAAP
hIAP block: blocks human intestinal alkaline phosphatase; actives 0.12% (n = 330,000); P09923; purified IAP, CDP-Star luminescence, 30 min; inhibition, % at 10 µM;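 active means inhibition reaching a set limit with compound at 10 µM in the primary screen, cut at about 35% in these data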;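 further: plate controls were DMSO wells with enzyme for no effect and no-enzyme buffer wells for full effect; values of inactives mirror those of a sister screen read the other way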
APOBEC3A inh: human APOBEC3A DNA deaminase inhibition | inhibition, % at 20 µM | P31941 | actives 0.41% (n = 330,000) | recombinant A3A, FAM/TAMRA ssDNA deamination fluorescence;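 active means at least 40% inhibition at 20 µM here, with at most 30% in a related deaminase screen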;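 further: plate controls were A3A with DMSO for no effect and wells lacking A3A enzyme for full effect; some results filed as inactive read as strong as hits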
ATG4B inhibitor: blocks human ATG4B protease cleavage of LC3 substrate; Q9Y4P1; ATG4B cleavage of LC3-PLA2, NBD-HPC fluorescence, 1 h; actives 0.51% (n = 340,000); inhibition, % at 8.33 µM; in the data active means inhibition above about 40%
Target sequence (Q9Y4P1 whole entry, looked up): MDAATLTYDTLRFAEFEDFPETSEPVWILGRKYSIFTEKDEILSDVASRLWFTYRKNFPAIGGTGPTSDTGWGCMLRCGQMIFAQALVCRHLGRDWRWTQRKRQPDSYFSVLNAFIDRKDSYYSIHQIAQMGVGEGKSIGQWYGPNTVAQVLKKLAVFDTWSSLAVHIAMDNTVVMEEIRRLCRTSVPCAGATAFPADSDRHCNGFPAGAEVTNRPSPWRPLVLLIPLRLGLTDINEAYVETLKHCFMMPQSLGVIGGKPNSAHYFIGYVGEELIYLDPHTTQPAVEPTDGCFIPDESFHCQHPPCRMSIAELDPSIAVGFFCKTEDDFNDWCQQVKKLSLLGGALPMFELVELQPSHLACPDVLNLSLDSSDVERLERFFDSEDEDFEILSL
mIAP inh: blocks mouse intestinal alkaline phosphatase. purified mouse IAP, CDP-Star luminescence, 30 min. inhibition, % at 10 µM. actives 0.2% (n = 330,000);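 active means inhibition of at least 40% at 10 µM in the primary screen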;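 further: plate controls were DMSO with enzyme for no effect and no enzyme wells for full effect; values of inactives mirror those of a sister screen read the other way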
* = called active by the depositor; & = joins results of further samples.

SMILES	MPTP block	mIAP activ	APOBEC3G inh	MIN6 prolif	hIAP act	hIAP block	APOBEC3A inh	ATG4B inhibitor	mIAP inh
CCOc1ccc(NS(=O)(=O)c2cc(OC)ccc2OC)cc1	1.0	0.927	-5.2	0.9	0.992	0.8	-1.3	-8.0	7.3
CC(C)C(OC(=O)c1cc2occc2n1C)C(=O)NCc1ccc2c(c1)OCO2 (stereo not drawn)	-0.2	0.925	3.2	-2.3	0.838	16.2	2.2	-12.0	7.5
CCN(CC)C(=O)c1ccc(COc2ccccc2Cl)o1	0.8	0.953	-1.7	-1.1	0.964	3.6	1.2	1.6	4.7
CC(=O)Nc1ccc2nc(-c3cccs3)[nH]c2c1	-0.5	0.897	-1.7	-6.8	0.967	3.3	-1.3	-1.0	10.3
CCC(=O)NCCc1nc2cc(NC(=O)c3ccc(F)cc3)ccc2n1C	-0.4	1.06	13.4	-3.0	1.12	-11.7	3.9	-6.2	-5.7
CCOc1cc(/C=C2\C(=O)N(c3nc(-c4ccc(Br)cc4)cs3)N=C2c2ccccc2)ccc1O	43.4	0.844	-1.9	-5.6	0.914	8.6	-2.5	53.5*	15.6
Cc1ccc(NC(=O)C2CCN(S(=O)(=O)c3cccc4cccnc34)CC2)nc1	-1.0	0.992	-1.5	-2.0	0.961	3.9	0.3	-7.3	0.8
COc1ccc2cc(CN(CC3CCCO3)S(=O)(=O)c3ccc(C(C)=O)cc3)c(=O)[nH]c2c1 (stereo not drawn)	-0.8	1.12	-5.1	-2.1	1.15	-15.4	-3.7	-12.2	-12.4
O=C(/C=C/c1ccc(S(=O)(=O)N2CCOCC2)cc1)NCc1ccccc1Cl	0.0	0.965	-4.3	0.0	1.07	-7.4	2.3	14.1	3.5
O=C(CSc1nc2c(c(=O)n1-c1ccc(Br)cc1)SCC2)NCC1CCCO1 (stereo not drawn)	0.8	0.89	-3.9	1.9	0.943	5.7	-0.7	-3.4	11.0
CCC1(C)Cc2ccccc2-c2c1c(=O)n(-c1ccc(C)cc1)c1nnnn21 (stereo not drawn)	2.4	0.913	-3.4	-3.2	1.04	-3.6	-1.5	-0.8	8.7
O=C1C(Cc2ccc(O)cc2)NC(=S)N1c1ccccc1 (stereo not drawn)	2.0	0.944	-4.6	1.0	0.833	16.7	-1.0	7.1	5.6
COc1ccc(CC(=O)N2CCCC(C)C2)cc1 (stereo not drawn)	-0.1	0.988	-2.6	-0.9	1.01	-1.3	-3.6	-0.4	1.2
Cc1ccc(C)n1-c1ccc(C(=O)/C=C/N(C)C)cc1	0.6	1.01	-0.5	-1.4	0.971	2.9	-0.1	25.0	-1.1
Cc1ccc(CCNC(=O)c2sc3nc4n(c(=O)c3c2C)CCC4)cc1	-1.6	0.997	-7.4	2.7	1.12	-12.3	-4.9	1.3	0.3
O=C(CSc1ccc(Cl)cc1)N1CCN(c2ccc(Cl)cc2[N+](=O)[O-])CC1	4.5	0.941	-2.5	-3.9	0.877	12.3	3.0	-1.6	5.9
O=C(c1cnc(N2CCN(c3ncccn3)CC2)c2ccccc12)N1CCN(c2ncccn2)CC1	-1.6	0.942	-2.0	-1.8	0.83	17.0	-1.3	-12.1	5.8
CN(C)c1nc(OCCNC(=O)COc2ccccc2Cl)nc(N(C)C)n1	-0.2	0.891	-1.0	5.6	0.855	14.5	1.7	-7.7	10.9
COc1ccc(OCc2nc3c4c(ncn3n2)-c2ccccc2CC42CCCC2)cc1	35.1	0.965	0.5	0.0	0.887	11.3	1.6	0.6	3.5
Cc1ccc(NC(=O)C2CCCNC2=O)nc1 (stereo not drawn)	-0.4	0.953	2.6	0.4	0.906	9.4	1.4	-11.0	4.7
O=C(CN1C(=O)C(=O)N(Cc2ccco2)C1=O)Nc1ccc(F)c(F)c1F	-2.0	1.15	-6.0	-0.6	1.03	-2.7	-0.3	5.5	-14.7
c1ccc(-c2ccc(-c3nc(-c4ccccn4)no3)cc2)cc1	-1.0	0.983	-8.5	-4.4	0.877	12.3	-3.1	11.4	1.7
Cc1cnc(C(=O)OCc2nc3ccccc3o2)cn1	-0.1	1.05	-4.4	-0.9	1.16	-16.2	-3.9	-1.3	-4.6
COc1ccc(CNC(=O)C[C@H]2C(=O)N(c3ccccc3)C[C@@H]2Cc2ccccc2)cc1	0.2	1.32	19.4	-1.3	1.13	-13.3	1.9	-8.2	-32.4
COc1cc(C(=O)OC(C)CN2CCOCC2)cc(OC)c1OC (stereo not drawn)	-1.1&-0.4	1.05&1.03	2.9&-0.3	0.8&1.9	0.962&1.12	3.8&-11.7	6.9&-0.9	5.9&13.5	-5.4&-3.5

(list continues)
SMILES	MPTP block	mIAP activ	APOBEC3G inh	MIN6 prolif	hIAP act	hIAP block	APOBEC3A inh	ATG4B inhibitor	mIAP inh
OC(COc1ccc(Cl)cc1)CN1CCCCC1 (stereo not drawn)	-1.7	1.02	4.5	-1.0	1.21	-20.7	0.9	1.1	-1.6
COc1ccc(C(=O)Nc2ccc(S(=O)(=O)N3CCCC3)cc2)cc1	-0.6	1.08	-4.0	-0.2	0.917	8.3	-4.0	-7.4	-8.3
Cc1ccc(-c2ccc(CCC(=O)O)n2C(C)C)cc1	-0.2	0.956	-3.2	-5.2	1.01	-1.2	0.2	-8.5	4.4
Cc1ccc(C(=O)CCS(=O)(=O)c2ccc(Br)cc2)cc1	0.3	0.999	-1.9	-6.8	0.959	4.1	-1.2	-4.5	0.1
CCN(CC)c1ccc(C(=O)N/N=C/c2ccc(OC)cc2OC)cc1	-0.4	0.906	-6.1	-3.0	1.27	-27.1	1.5	-0.2	9.4
COc1cc2c(=O)n(CCCC(=O)NCC3CCCO3)c(=O)n(CC(=O)c3ccc(F)cc3)c2cc1OC (stereo not drawn)	1.7	0.952	-6.7	-1.5	0.976	2.4	-16.9	-2.5	4.8
COC(=O)Nc1ccc2c(c1)Nc1ccccc1CC2	1.5	0.853	-10.4	-3.4	1.01	-0.6	-6.7	15.2	14.7
O=C(CSc1ccc(-c2ccc(F)cc2)nn1)Nc1ccc2c(c1)OCCO2	-4.6	0.901	-7.7	1.2	0.861	13.9	-6.5	1.9	9.9
CCn1ccc2cc(OC)ccc2c1=S	0.4	1.03	-0.5	-3.8	1.24	-23.8	-3.2	-10.6	-2.8
O=C(Nc1ccc(Cl)cc1)Nc1ccccc1Sc1ncc([N+](=O)[O-])s1	85.8*	0.65	-2.2	-5.8	0.919	8.1	1.2	0.7	35.0
O=C(NCCCO)NC12CC3CC(CC(C3)C1)C2	0.0	0.967	-8.1	2.1	0.867	13.3	1.2	-1.8	3.3
C=CCn1c(C)cc(C(=O)COC(=O)/C=C/c2ccc(OC)cc2)c1C	-1.1	1	-6.0	-3.6	0.932	6.8	-3.3	-1.7	-0.4
O=C(CNS(=O)(=O)c1cccs1)N1CCCC1	0.6	0.956	-3.0	-2.3	0.78	22.0	-0.7	5.9	4.4
COc1ccccc1CNc1nc2nc(C)c(C)c(=O)n2[nH]1	-3.1	0.931	-2.6	2.0	0.893	10.7	-1.3	-7.4	6.9
CCOC(=O)CNC(=O)CSc1nnc(NC(=O)c2ccccc2Cl)s1	-1.5	1.05	-7.5	-2.8	1.23	-23.4	-4.1	3.1	-4.8
COc1cccc(C(N)=O)c1OC(=O)Cc1ccccc1F	0.5	0.947	-5.9	-0.9	1.01	-1.4	-2.0	4.8	5.3
Cc1ccn(CC(=O)NC2CCCN(Cc3ccc(CC(C)C)cc3)C2)n1 (stereo not drawn)	-0.6	0.995	-7.8	0.3	1.02	-1.8	-5.1	-0.6	0.5
CN(CC(=O)O)c1ccc(C(F)(F)F)cc1[N+](=O)[O-]	-0.8	0.931	-4.1	4.9	0.914	8.6	-2.3	2.2	6.9
CN1/C(=C\C=Nc2cc(S(=O)(=O)N3CCOCC3)ccc2N2CCOCC2)C(C)(C)c2ccccc21	0.1	0.899	-4.3	-2.2	1.09	-9.4	-0.2	-7.9	10.1
CCCCNC(=S)N(CCN(C)C)Cc1cc2cc3c(cc2[nH]c1=O)OCCO3	0.5	1.1	-2.6	-2.8	1.05	-5.2	-7.5	-1.9	-10.2
Cc1ccc(CNc2oc(-c3ccco3)nc2S(=O)(=O)c2ccccc2)cc1	0.5	0.976	-1.0	-5.0	0.955	4.5	-1.7	-12.4	2.4
CCCCc1c(C)c2cc(C)ccc2[nH]c1=O	2.9	1.02	-6.7	-3.7	1.06	-6.5	-1.9	1.5	-2.5
Cc1cc(C)c2cc(C#N)c(N3CCCN(C(=S)NCCCN(C)C)CC3)nc2c1	0.3	0.978	0.9	-7.0	0.992	0.8	3.2	2.0	2.2
Cc1cccc(NC(=O)CN(c2ccc(F)cc2)S(C)(=O)=O)c1	-2.6	1.21	-5.4	-3.9	1.03	-3.3	1.7	-6.1	-20.9
O=C(N/N=C/c1cc([N+](=O)[O-])ccc1O)c1ccc(COc2ccc3c(c2)CCC3)o1	6.6	0.698	-4.2	-7.2	1.29	-29.3	-1.0	-0.2	30.2

Following part.
SMILES	MPTP block	mIAP activ	APOBEC3G inh	MIN6 prolif	hIAP act	hIAP block	APOBEC3A inh	ATG4B inhibitor	mIAP inh
CCOC(=O)c1nc2ccccc2s1	-14.8	0.995	-5.6	0.9	1.04	-3.9	-1.5	-6.3	0.5
Cc1ccc(NC(=O)C(c2ccccc2)N2CCN(C(=O)c3ccco3)CC2)cc1Cl (stereo not drawn)	-1.1	1.73	-5.5	-2.9	0.867	13.3	-4.2	3.6	-73.0
O=C(NCc1cccnc1)NC(C(F)(F)F)C(F)(F)F	-2.5	1.04	1.7	-0.5	1.16	-15.6	2.7	-0.2	-3.6
COC(=O)[C@@]1(Cc2ccccc2)C=C[C@@H](C)N1C(C)=O	-0.5	0.964	-6.9	0.6	0.933	6.7	-0.9	-0.4	3.6
CCOC(=O)N1CCN(C(=O)CN2C(=O)COc3ccc(C(C)(C)C)cc32)CC1	0.1	1.05	-8.8	-4.0	0.982	1.8	-1.4	-16.1	-4.6
N#Cc1cnn2c3c(cnc12)C(=O)N1CCc2ccccc2C1C3 (stereo not drawn)	-1.4	1.03	-1.4	0.8	1.02	-2.1	1.0	5.3	-2.8
CCOC(=O)c1sc2ncn(C(CC)C(=O)OC)c(=O)c2c1C (stereo not drawn)	0.9	1.03	-5.0	-1.7	1.14	-14.2	-3.6	8.1	-3.2
O=C(CC(=O)Nc1ccc(Br)cc1)Nc1ccc(Br)cc1	0.9	1.01	-6.9	-2.7	0.899	10.1	-5.8	-1.6	-1.4
Cc1ccc(/C=N/NC(=O)c2ccoc2C)s1	0.6	0.978	1.3	0.7	1.19	-18.9	8.5	-3.4	2.2

Part of the list above, with each value named.
Structure: COC(=O)Nc1ccc2c(c1)Nc1ccccc1CC2
  MPTP block: 1.5	mIAP activ: 0.853	APOBEC3G inh: -10.4	MIN6 prolif: -3.4	hIAP act: 1.01	hIAP block: -0.6	APOBEC3A inh: -6.7	ATG4B inhibitor: 15.2	mIAP inh: 14.7
Structure: O=C(CSc1ccc(-c2ccc(F)cc2)nn1)Nc1ccc2c(c1)OCCO2
  MPTP block: -4.6	mIAP activ: 0.901	APOBEC3G inh: -7.7	MIN6 prolif: 1.2	hIAP act: 0.861	hIAP block: 13.9	APOBEC3A inh: -6.5	ATG4B inhibitor: 1.9	mIAP inh: 9.9
